ADAM10 inh – inhibitors of human ADAM10. 370,000 compounds, 0.62% hits. inhibition, % at 7 µM. O14672. recombinant ADAM10, EDANS/DABCYL FRET peptide cleavage, 3 h;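 active = inhibition above a per-campaign cutoff equal to the mean of compounds falling between control-based bounds plus 3 SD, cut at about 20% in these data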;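 note: 0% = DMSO wells while the 100% control is not disclosed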
PLC-gamma1 inh – blocks human PLC-gamma1 enzyme activity; P19174; purified PLC-gamma1, fluorogenic substrate, fluorescence; inhibition, % at 12.2 µM; 370,000 compounds, 0.84% hits; AID 720700; in the data active = inhibition above about 9.5%
ADAM17 inh – ADAM17 inhibition, QFRET primary screen; 370,000 compounds, 0.83% hits; recombinant ADAM17, EDANS/DABCYL FRET peptide cleavage; P78536; inhibition, % at 6.95 µM;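 active = inhibition above the mean of compounds lying between control limits plus 3 SD, set per campaign, cut at about 8.5% in these data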;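 note: 0% = DMSO-only wells as the low control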
Target sequence (P78536 215-824 limits assumed): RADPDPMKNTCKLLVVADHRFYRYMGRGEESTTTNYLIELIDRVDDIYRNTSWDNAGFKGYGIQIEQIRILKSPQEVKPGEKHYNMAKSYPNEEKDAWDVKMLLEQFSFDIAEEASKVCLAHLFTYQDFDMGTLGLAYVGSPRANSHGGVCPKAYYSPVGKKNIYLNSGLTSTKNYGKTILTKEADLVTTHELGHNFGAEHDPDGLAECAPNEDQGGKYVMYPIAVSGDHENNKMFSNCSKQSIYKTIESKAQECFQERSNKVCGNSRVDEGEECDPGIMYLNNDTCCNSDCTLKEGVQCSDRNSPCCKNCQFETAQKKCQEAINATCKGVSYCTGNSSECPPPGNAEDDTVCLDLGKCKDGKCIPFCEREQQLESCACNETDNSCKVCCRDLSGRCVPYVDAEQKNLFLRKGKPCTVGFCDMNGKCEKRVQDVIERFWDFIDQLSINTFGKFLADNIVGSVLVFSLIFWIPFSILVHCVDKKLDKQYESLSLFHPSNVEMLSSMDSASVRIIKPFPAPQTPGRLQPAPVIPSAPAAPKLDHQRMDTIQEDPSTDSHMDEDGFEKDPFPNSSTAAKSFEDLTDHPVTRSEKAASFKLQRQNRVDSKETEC
DAX1 inh-1 – DAX1 (NR0B1) inhibition, primary screen; HEK293T StAR-luciferase reporter, SF-1/DAX-1 repression relief; inhibition, % at 6.8 µM; 370,000 compounds, 1.1% hits; AID 652010;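 active = inhibition above the mean over all tested compounds plus 3 SD, cut at about 3.6% in these data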;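 note: 0% = DAX-1 cells with DMSO and 100% = cells lacking DAX-1 with DMSO; higher inhibition means more luminescence from relief of DAX-1 repression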
hgDAF-12 ag – hgDAF-12 agonism, primary luciferase screen; HEK293 GAL4-hgDAF12 UAS-luciferase reporter, agonist luminescence; normalized to butyrate control; activation, % at 6.8 µM; 370,000 compounds, 1.8% hits; AID 687014;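 active = activation above a cutoff set at the mean of all screened compounds plus 3 SD, cut at about 10% in these data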;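 note: 0% = DMSO wells and 100% = sodium butyrate wells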
ssDAF-12 act – activates DAF-12 receptor from parasite S. stercoralis; 370,000 compounds, 1% hits; AID 652126; HEK293 ssDAF-12/GRIP1 lit1-tk-luc reporter, luminescence; % of 3 µM dafachronic acid response; activation, % at 6.8 µM;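 active = activation above the mean over all tested compounds plus 3 SD, cut at about 0.9% in these data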;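 note: 0% = DMSO-only wells and 100% = 3 µM delta7-dafachronic acid wells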
DAX1 inh-2 – inhibits human nuclear receptor DAX1 | HEK293 Gal4-DAX1 luciferase reporter, luminescence | 340,000 compounds, 0.99% hits | AID 504766 | inhibition, % at 6.75 µM | P51843;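 active = inhibition above the mean over all tested compounds plus 3 SD, cut at about 4.2% in these data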;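 note: 0% = DAX1-transfected cells with DMSO and 100% = empty-vector control cells with DMSO; inhibition shows as a rise in luminescence from relieved DAX1 repression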
Target sequence (P51843 207-470 limits assumed): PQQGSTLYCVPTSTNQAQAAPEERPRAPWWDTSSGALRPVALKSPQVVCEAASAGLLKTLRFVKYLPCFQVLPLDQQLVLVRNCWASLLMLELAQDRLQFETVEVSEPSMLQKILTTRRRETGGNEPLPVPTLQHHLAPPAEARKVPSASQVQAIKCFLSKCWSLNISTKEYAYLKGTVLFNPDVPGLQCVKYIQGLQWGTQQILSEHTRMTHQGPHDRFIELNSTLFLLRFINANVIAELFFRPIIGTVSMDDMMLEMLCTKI
GAA850 FXN act – frataxin GAA850 promoter activation; 360,000 compounds, 0.56% hits; HEK293 lucGAA850 FXN promoter luciferase reporter, 24 h; percent of 10 µM SAHA response; activation, % at 6 µM; AID 540364;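 active = activation above the average of all compounds screened plus 3 SD, cutoff fixed separately per campaign, cut at about 7.5% in these data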;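 note: 0% = DMSO wells and 100% = 10 µM SAHA wells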
HGIII-sPLA2 inh – Inhibits HGIII-sPLA2 liposome hydrolysis, primary screen; 370,000 compounds, 0.56% hits; QFRET BODIPY PC-A2 liposome hydrolysis, fluorescence; inhibition, % at 12.2 µM; Q9NZ20; AID 743126;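 active = inhibition above mean plus 3 SD of compounds lying within the high and low control bounds, cut at about 19% in these data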;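 note: 0% = median of test compound wells and 100% = no enzyme DMSO wells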
hcDAF12 agonist – activates DAF-12 receptor from parasite H. contortus. HEK293 hcDAF-12 lit1-tk-luc reporter, luminescence; 0% DMSO, 100% Δ7-dafachronic acid. activation, % at 6.8 µM. 370,000 compounds, 1.4% hits;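 active = activation above the mean of all tested compounds plus 3 SD, cut at about 5.5% in these data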;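 note: 100% = response to 3 µM Δ7-dafachronic acid high control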
PLCb3 inh – PLC-beta3 (human) inhibition, primary screen; Q01970; Purified PLC-beta3, fluorogenic substrate, fluorescence; 370,000 compounds, 0.18% hits; inhibition, % at 12.2 µM; in the data active = inhibition above about 11%;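 note: 0% = median of compound wells on plate and 100% = full blocker control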
An asterisk follows results filed as active; x = no result given.

SMILES	ADAM10 inh	PLC-gamma1 inh	ADAM17 inh	DAX1 inh-1	hgDAF-12 ag	ssDAF-12 act	DAX1 inh-2	GAA850 FXN act	HGIII-sPLA2 inh	hcDAF12 agonist	PLCb3 inh
O=C(Nc1ccccc1C(F)(F)F)c1cc(-c2ccco2)on1	-1	3	3	0.6	7.0	-0.3	3.0	3.4	2	1.9	4
CC(C)CCN1CCC(CN2C(=S)NC[C@@H]2Cc2ccccc2)CC1	-4	0	2	2.5	0.7	0.0	-1.2	2.1	-6	0.5	3
CCN1CCN(S(=O)(=O)c2ccc(Cl)c(C(=O)NC3CCCCC3)c2)CC1	-4	2	-4	0.0	0.4	-1.1	1.0	-0.3	14	-1.3	-1
O=C1c2ccccc2NC(c2cccc(O)c2)N1O (configuration not stated)	-27	-22	-12	0.3	5.3	0.3	1.0	1.6	-8	5.0	-44
COc1ccc(-c2nc(Cn3c(SCc4cccc(F)c4)nc4ccncc43)c(C)o2)cc1OC	-10	1	0	-0.9	0.1	-1.6	-0.7	12*	-9	-1.5	0
Cc1ccc(-c2nc(C#N)c(NCc3ccco3)o2)cc1	-269	-269	-87	2.3	14*	-0.4	2.6	5.5	-10	1.3	-331
CN(C)CCCNc1oc(-c2ccc(Cl)cc2)nc1S(=O)(=O)c1ccccc1	-8	-23	7	1.8	0.5	-0.1	0.4	-1.1	-24	-0.1	-33
O=C(Nc1ccc(Cl)cc1)Nc1nc(-c2ccccc2O)cs1	9	7	2	-0.7	4.5	-1.4	-1.9	-0.8	-30	-2.1	0
CCN(CC)c1nc(C)c(C(=S)Nc2cc([N+](=O)[O-])ccc2Cl)s1	0	-2	-4	-0.1	-1.8	-1.4	-0.2	-2.0	9	-1.1	-8
CCC(c1nnnn1Cc1ccc(F)cc1)N1CCN(C2CCCCC2)CC1 (configuration not stated)	4	1	-4	-0.1	2.5	-1.1	-0.6	-2.5	-6	-0.9	-1
CCC(C)C(NC(=O)c1ccccc1)C(=O)N1CCN(C(=O)c2ccccc2)CC1 (configuration not stated)	-2	0	3	-0.8	-0.1	-1.7	-0.2	-1.1	-1	-0.8	5
N#CCCN(C(=S)Nc1ccc(Cl)c(Cl)c1)C1CCCCC1	-2	-1	-1	-0.1	0.5	-1.5	-0.5	1.6	3	-0.9	1
Cc1ccccc1NC(=O)CN1C(=O)N/C(=C\c2ccccc2OCc2ccc(C(=O)O)cc2)C1=O	-2	-5	-15	0.2	-0.5	-1.1	-0.8	-1.8	-6	0.1	-25
COc1ccc(Cl)cc1N(C(=O)c1ccco1)C(C(=O)NC1CCCC1)c1ccco1 (configuration not stated)	-2	-1	0	-0.2	1.8	-1.0	-0.5	-1.1	-2	1.1	-8
S=C(NCCc1c[nH]c2ccccc12)NC1CCCC1	-2	-1	0	-0.2	-0.8	-1.3	2.8	3.0	10	0.4	4
O=C(NCCN1CCOCC1)/C(=C\c1ccc(Br)cc1)NC(=O)c1cccs1	-1	-9	-1	-0.2	0.3	-0.5	-0.5	-0.3	-5	-1.0	-12
CNC(=O)c1cccc(NC(=O)c2cc(-c3ccccc3)nc3c2cnn3C(C)C)c1	2	-11	1	-5.2	-1.8	-1.1	-0.4	-2.3	-43	-2.7	-13
CS(=O)(=O)c1ccccc1C(=O)Nc1cc(Cl)ccc1-n1cncn1	-12	-2	-1	1.0	0.1	-1.3	-1.3	2.2	5	0.3	-2
c1cn2cc(CSC3CCCCC3)nc2s1	-17	0	-5	1.6	13*	0.8	1.5	3.6	9	2.2	2
S=C1NC[C@H](Cc2ccccc2)N1CCc1cccc2ccccc12	-2	0	-3	-0.4	-1.3	-1.3	-0.2	-0.1	-10	-1.3	-3
O=C1c2cnc3nc(SCc4cccc(Cl)c4)nn3c2CC2c3ccccc3CCN12 (configuration not stated)	-21	-1	-2	1.4	1.0	-1.3	0.2	-3.7	-2	-1.3	-4
Cc1ccc(S(=O)(=O)N2CCN(C(=O)COC(=O)CSc3ccc(C)c(C)c3)CC2)c(C)c1	2	2	1	0.8	-0.9	-1.2	0.6	0.7	-5	0.1	-2
O=C(CN1C(=O)c2ccccc2C1=O)Nc1cccc(Cl)c1	-8	4	-3	-0.2	-0.3	0.5	-0.7	-0.7	2	1.2	0
Cc1n[nH]c(=S)n1Cc1ccccc1	-5	-2	-6	0.5	4.0	-1.0	0.1	2.9	6	-0.5	-2
Cc1ccc([N+](=O)[O-])cc1S(=O)(=O)N1CCCN(C)CC1	-2	-3	-6	-0.3	0.4	-0.6	2.4	1.5	12	1.6	-9
Next section.
SMILES	ADAM10 inh	PLC-gamma1 inh	ADAM17 inh	DAX1 inh-1	hgDAF-12 ag	ssDAF-12 act	DAX1 inh-2	GAA850 FXN act	HGIII-sPLA2 inh	hcDAF12 agonist	PLCb3 inh
O=C(O)c1ccc(C(=O)c2cc([N+](=O)[O-])cc([N+](=O)[O-])c2)cc1	-6	1	-2	-0.3	-2.0	-0.9	-0.6	-1.8	12	1.2	-1
S=C(NCc1ccc2c(c1)OCO2)NCc1ccc2c(c1)OCO2	-2	-4	-7	-0.2	2.2	-1.7	0.8	1.2	8	1.1	0
CCN(c1ccccc1)S(=O)(=O)c1ccc(Cl)c(NC(=O)COC(=O)c2cccc(OC)c2O)c1	0	1	-1	-0.5	-1.4	-0.8	-1.6	-0.1	13	-2.7	0
Cc1nc(NS(=O)(=O)c2ccccc2)sc1C(=O)NNS(=O)(=O)c1ccccc1	1	-4	-4	0.0	0.8	-0.7	4.0	-0.6	2	2.5	-16
O=C1c2ccccc2C(=O)C1c1ccc2ccccc2n1	-13	-2	2	5.8*	20*	4.4*	4.2*	0.5	8	24*	4
O=[N+]([O-])c1ccc(S(=O)(=O)Nc2nnc(C3CCCCC3)s2)cc1	8	-2	4	-0.2	-1.2	-1.0	1.1	-1.5	-33	2.0	-11
COc1ccc(OC)cc1	-6	6	3	1.4	-3.8	-1.6	1.5	-0.3	7	-0.2	9
CC(C)c1cc(C(C)C)c(S(=O)(=O)NC(c2ccccn2)C23CC2C3)c(C(C)C)c1 (configuration not stated)	-32	-23	-12	2.4	-1.2	-0.6	x	x	1	0.8	-38
Cc1ccccc1N=C(c1ccccc1)C1C(=O)c2ccccc2C1=O	4	3	5	-1.8	0.3	-1.4	x	x	4	-1.1	4
O=C(COC(=O)c1ccc(Br)o1)Nc1ccc(F)cc1[N+](=O)[O-]	-7	-1	-5	1.1	2.8	0.3	1.1	1.1	12	1.1	-11
O=C(CCCCCn1c(=O)[nH]c2ccsc2c1=O)N1CCCCC1	-6	-3	-6	-0.2	-0.3	-0.8	-1.7	2.9	5	0.6	1
O=C(Nc1cc(S(=O)(=O)N2CCOCC2)ccc1N1CCOCC1)c1cc2c(s1)CCC2	-5	-5	-3	-0.7	-3.6	-2.1	-2.1	0.9	1	-2.6	-19
COc1ccc(N(C(C)C(=O)N/N=C/c2cc(Br)c(C)o2)S(C)(=O)=O)cc1 (configuration not stated)	-1	3	2	0.1	3.0	-1.0	-0.9	1.5	-8	-0.5	0
O=C(Cc1ccc(NC(=O)C2CCN(C(=O)C3CCCCC3)CC2)cc1)Nc1cccc(C(=O)N2CCCCC2)c1	-1	6	6	-1.3	-3.3	-0.9	-0.4	1.3	-24	1.0	1
CS(=O)(=O)N1CCC(Oc2ccccc2C(=O)NC(C2CC2)C2CC2)CC1	-10	0	-1	-0.7	2.0	0.1	1.2	2.9	-2	-1.2	3
O=C(Cn1c2ccccc2c2nc3n(c(=O)c21)CCS3)Nc1ccccc1	-8	0	-2	-0.1	1.6	-1.0	-1.5	0.5	5	-2.6	-9
CCCn1nnnc1NCc1ccccc1F	-11	-1	-5	-0.1	-0.5	-1.4	-1.1	0.6	11	-0.8	2
CCn1ncc(NC(=O)Nc2cccc(C(F)(F)F)c2)c1C(N)=O	0	1	-1	-0.6	0.9	-1.2	0.5	0.9	-6	-3.0	4
O=C(CN1CCCCCC1)N/N=C/c1ccc(Cl)c(Cl)c1	0	1	2	0.5	1.1	-1.1	0.8	1.9	9	0.3	0
CCn1c(O)c(/C=C2\C=NN=C2c2ccc(C)cc2)sc1=S	6	1	0	0.2	0.2	-1.4	-0.8	2.1	1	0.6	3
CCOC(=O)C1=NNC(=O)C1	-4	3	0	0.0	2.8	-1.1	1.1	-0.4	3	-1.5	4
COc1cc(S(=O)(=O)Nc2cccc(C)c2)ccc1NC(=O)c1ccncc1	5	5	-2	0.2	-0.4	-1.7	-0.9	2.6	-6	-0.1	2
O=C(COC(=O)/C=C/c1cccc([N+](=O)[O-])c1)Nc1cccnc1Cl	-2	0	-3	-0.4	0.1	-0.6	3.2	-0.9	-3	0.3	3
O=C(Nc1nnc(C2=COCCO2)o1)c1ccc(Br)cc1	-6	-2	-3	0.0	2.2	-0.5	-0.2	1.5	-5	1.7	-11
CCN(CC)CCNC(=O)CCc1c(C)nc2c(c(C)nn2-c2ccc(C)cc2)c1C	-173	-75	-83	1.2	-1.5	0.7	0.5	0.8	-4	5.5	-115
Next section
SMILES	ADAM10 inh	PLC-gamma1 inh	ADAM17 inh	DAX1 inh-1	hgDAF-12 ag	ssDAF-12 act	DAX1 inh-2	GAA850 FXN act	HGIII-sPLA2 inh	hcDAF12 agonist	PLCb3 inh
O=C(CSc1nc2[nH]c(=O)cc(O)c2s1)Nc1ccc(Br)cc1	3	-3	0	8.7*	-0.5	-1.1	1.0	-0.8	2	-0.3	-9
COc1ccc(CCNC(=O)c2cc(CC(C)C)on2)cc1OC	-9	2	-5	0.5	-1.3	-1.5	-1.1	0.5	3	-0.6	1
COc1ccc(N(CC(=O)Nc2cc(C)ccc2C)S(=O)(=O)c2ccccc2[N+](=O)[O-])c(OC)c1	17	3	7	-0.1	2.1	-1.2	0.6	-1.2	-9	1.0	4
Cc1ccc2[nH]cc(C(=O)CN3CCN(c4ccccc4F)CC3)c2c1	10	-3	2	-0.9	0.5	-1.4	-0.8	2.2	-12	0.2	-8
c1ccc2sc(Sc3ncnc4sccc34)nc2c1	-8	-13	-3	-0.7	-1.1	-0.5	-2.7	-4.5	-7	0.9	-10
Cc1ccc(SCCC(=O)OCC(=O)Nc2ncc(Cl)cc2Cl)cc1	-14	-8	-6	0.4	-2.7	-1.9	-0.1	3.7	-9	-0.2	-10
Cc1cc(C)c(NC(=O)C2c3ccccc3Oc3ccccc32)c(C)c1	-5	1	-3	-0.2	-0.2	-0.5	0.1	1.4	1	-0.7	1
COc1ccc(-c2csc3nc(C)nc(N4CCC(C)CC4)c23)cc1OC	12	0	6	-1.6	-4.8	-1.1	0.2	0.0	4	-0.4	-7
O=C(NCc1cccnc1)c1cc2ccccc2oc1=O	-84	-9	-28	1.3	3.0	-1.0	1.1	1.5	3	-1.0	-9
CC(C(=O)N1CCOCC1)c1ccccc1 (configuration not stated)	3	1	-4	-0.1	3.3	-1.3	0.7	0.8	11	-2.5	2
CCC1(C2C=COC=C2)NC(=O)NC1=O (configuration not stated)	-10	-1	-6	0.1	-1.8	-0.3	x	x	1	-1.1	-2

Screening data (PubChem BioAssay)
